# From PubChem
# ABCB6 inh 2 = inhibitors of human ABC transporter ABCB6; Q9NP58; K562-ABCB6 porphyrin accumulation, flow cytometry, 1 h; hits give low values; fluorescence ratio to DMSO, % at 10 µM; 360,000 tested, 0.19% active;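 active = fluorescence ratio to DMSO below 75%, the collection mean minus 3 SD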;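 also: signal is porphyrin accumulated inside mitochondria; 100% equals median channel fluorescence of DMSO control wells; lower ratio means ABCB6 inhibition with less porphyrin fluorescence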
# Target sequence (Q9NP58 whole entry, looked up): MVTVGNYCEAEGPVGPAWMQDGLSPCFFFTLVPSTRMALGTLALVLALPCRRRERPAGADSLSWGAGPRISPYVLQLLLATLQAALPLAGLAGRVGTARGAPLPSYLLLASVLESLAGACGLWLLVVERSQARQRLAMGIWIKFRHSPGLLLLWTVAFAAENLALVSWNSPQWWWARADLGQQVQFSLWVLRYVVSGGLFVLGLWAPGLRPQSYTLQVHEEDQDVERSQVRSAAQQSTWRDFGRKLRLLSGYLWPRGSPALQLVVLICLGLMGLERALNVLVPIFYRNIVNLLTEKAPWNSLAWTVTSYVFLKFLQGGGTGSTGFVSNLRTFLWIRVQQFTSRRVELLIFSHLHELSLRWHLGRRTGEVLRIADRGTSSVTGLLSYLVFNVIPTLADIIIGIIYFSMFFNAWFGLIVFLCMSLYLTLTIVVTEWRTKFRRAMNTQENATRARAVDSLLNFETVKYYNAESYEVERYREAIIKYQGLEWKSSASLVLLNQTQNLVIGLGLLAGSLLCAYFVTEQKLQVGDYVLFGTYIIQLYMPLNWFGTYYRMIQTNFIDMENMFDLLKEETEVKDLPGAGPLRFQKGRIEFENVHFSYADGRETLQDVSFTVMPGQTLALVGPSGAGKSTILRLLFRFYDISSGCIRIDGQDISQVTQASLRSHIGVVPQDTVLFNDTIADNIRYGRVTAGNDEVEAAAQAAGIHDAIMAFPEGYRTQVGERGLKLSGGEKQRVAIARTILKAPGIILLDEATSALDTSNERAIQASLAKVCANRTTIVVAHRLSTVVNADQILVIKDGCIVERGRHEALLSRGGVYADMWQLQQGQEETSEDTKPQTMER
# HTR2A ag = mouse HTR2A agonism via beta-arrestin recruitment. P35363. CHO-K1 mHTR2A beta-arrestin complementation, luminescence; percent of 30 µM serotonin response. activation, % at 7.6 µM. 360,000 tested, 0.66% active. AID 624169;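 active = activation above a run cutoff, the mean activation of all tested compounds plus 3 SD, cut at about 14% in these data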;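 also: 0% = plate median of compound wells and 100% = 30 µM serotonin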
# TLR9-MyD88 block = inhibitors of human TLR9-MyD88 binding; Q9NR96+Q99836; CHO BLA complementation TLR9-MyD88, CCF4 FRET ratio; inhibition, % at 4.98 µM; 340,000 tested, 0.21% active; AID 504734;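 active = inhibition above the mean over all tested compounds plus 3 SD, cut at about 21% in these data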;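 also: 0% = DMSO only wells and 100% = clavulanate BLA inhibitor control wells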
# N-glyco inh = N-linked glycosylation inhibition. D54 ERlucT glycosylation luciferase reporter, 24 h; percent of 100 nM tunicamycin response. reporter increase, % at 12.5 µM. 360,000 tested, 0.23% active;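 active = mean luciferase reporter signal, scaled so untreated is 0 and the glycosylation-blocking control 100, at or above a set limit in every replicate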;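 also: luciferase carries N-glycosylation sites so blocking glycosylation raises the light; 0% = median of neutral control wells and 100% = median of 100 nM tunicamycin wells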
# SRC2 inh = human SRC2 (NCOA2) inhibition; inhibition, % at 9 µM; AID 651957; 370,000 tested, 0.17% active; HEK293 GAL4-SRC2 luciferase reporter, luminescence;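 active = inhibition above the mean inhibition of all tested compounds plus 3 SD, set per campaign, cut at about 52% in these data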;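 also: 0% = DMSO treated cells and 100% = cells given Gossypol at 36 µM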
# MC4R barr agon = human MC4R agonism via beta-arrestin | activation, % at 8.9 µM | 360,000 tested, 0.98% active | P32245 | U2OS MC4R beta-arrestin complementation, luminescence; percent of melanotan II response, DMSO zero;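 active = activation above a per-plate cutoff, the mean activation of sample wells on that plate plus 3 SD, cut at about 8% in these data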
# MC4R antagonist = antagonists of human melanocortin 4 receptor (MC4R); MC4R-expressing cells, MTII-stimulated cAMP, LANCE TR-FRET; inhibition, % at 6.5 µM; 360,000 tested, 0.48% active; AID 540295;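 active = inhibition above its plate's cutoff, the mean of tested wells on that plate plus 3 SD, cut at about 29% in these data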;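 also: 0% = Melanotan II alone and 100% = Melanotan II plus saturating MCL0020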
#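 Assay system: U2OS cells stably expressing human melanocortin 4 receptor (MC4R) / Dosing: 6.5 µM / Timing: compound 30 min, challenge 1 h, detection 1 h / Measured by: Eu-cAMP/anti-cAMP TR-FRET, emission 671 nm / Replicates: singlicate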
# Cardio protect = protects H9c2 cardiomyocytes from peroxide injury; H2O2 injury protection, ATPLite, 2 h; protection from H2O2 cell death, % at 20 µM; 360,000 tested, 0.63% active; AID 588492;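 active = compounds giving at least 50% protection of heart cells from peroxide-induced death in the single-dose screen, raw or plate-pattern-corrected value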;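 also: 0% = DMSO wells with peroxide and 100% = DMSO wells without peroxide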
# ABHD5 PLIN5 PPI = inhibitors of human ABHD5-perilipin-5 interaction | Split G. princeps luciferase complementation, luminescence, 4 h | inhibition, % at 4 µM | 360,000 tested, 0.78% active;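 active = inhibition above the mean inhibition across every tested compound plus 3 SD, cut at about 22% in these data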;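 also: 0% = DMSO only wells and the 100% control is not disclosed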
# NOD2 RIPK2 PPI = inhibitors of human NOD2-RIPK2 interaction; CHO BLA complementation NOD2-RIPK2, CCF4 ratio; AID 624267; O43353; inhibition, % at 4.98 µM; 360,000 tested, 0.38% active; in the data active = inhibition above about 21%;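 also: 0% = vehicle only and 100% = reference blocker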
# Starred values were filed as active, the others as inactive; . = not tested or not shown.
SMILES,ABCB6 inh 2,HTR2A ag,TLR9-MyD88 block,N-glyco inh,SRC2 inh,MC4R barr agon,MC4R antagonist,Cardio protect,ABHD5 PLIN5 PPI,NOD2 RIPK2 PPI
c1ccc(Cc2noc(CN3CCN(C4CCc5ccccc5C4)CC3)n2)cc1 (configuration not stated),100,-4,-5,1,-12,-2.4,4,-6,6,-5
Cc1csc2c(SCC(=O)NNS(=O)(=O)c3cccc(C(F)(F)F)c3)ncnc12,99,3,-12,2,-26,-3.0,4,1,-3,-2
CCCN(CCC)CCNC(=S)Nc1ccc2nc3n(c(=O)c2c1)CCCCC3,96,-4,8,-6,-7,0.9,0,-4,1,2
COc1ccc(/C(C)=N/NC(=O)CNC(=O)c2ccco2)c(OC)c1,96,-4,7,1,3,-2.3,0,0,-5,3
C[C@@H]1CN([C@H](C)CO)C(=O)CCCn2nncc2CO[C@H]1CN(C)S(=O)(=O)c1cn(C)cn1,101,4,2,1,-20,-1.5,15,-3,-6,-1
COC(=O)CSc1nn(-c2ccc(F)cc2)c(=S)s1,96,-4,3,1,9,-1.5,13,-9,-2,-3
O=C(CSc1ccccc1)NNC(=O)c1ccncc1,97,9,-3,-1,-44,-0.3,1,4,-6,0
Cc1nc2ccccc2c2oc(C(=O)NCCCN3CCCC(C)C3)cc12 (configuration not stated),102,-3,-5,15,-11,5.2,-5,2,19,2
Cc1cccc(CSc2nnc3c(n2)[nH]c2ccccc23)c1,97,-4,-1,-2,-3,0.2,-5,-6,-6,2
Cn1c(=O)c(C#N)c(-c2ccccc2)n2cnnc12,99,0,2,0,-20,0.7,4,0,3,1
Cc1nc(NC2CCCC2)sc1C(=O)N(C)C,98,-2,10,0,-84,-1.5,11,1,-3,-2
Cc1ccc(S(=O)(=O)NCCC(=O)Nc2cccc(S(=O)(=O)N3CCCC3)c2)cc1C,100,-1,1,-1,-9,1.6,10,-3,2,-3
O=C(COC(=O)/C=C/c1ccc(F)cc1)NCc1cccs1,98,3,7,-1,-25,-0.4,5,-8,-1,-9
Cn1nc(C(=O)OCC(=O)Nc2ccccc2OC(F)F)c2ccccc2c1=O,97,0,3,2,-2,0.1,2,2,-4,4
COc1ccc(CNC(=O)c2cc(-c3cc(C)ccc3O)n[nH]2)cc1,93,-2,-2,1,-12,2.0,14,-12,-3,-1
Nc1ncnc2c1ncn2[C@@H]1O[C@H](COS(=O)(=O)O)[C@@H](O)[C@H]1O,92,-2,-12,-1,14,0.1,-15,-7,-1,-20
COc1cccc(/C=N/n2c(CO)nc3ccccc32)c1OC,106,1,-2,0,-34,0.0,9,9,-5,5
C/C=C/C=C/C(=O)O,100,-4,-8,1,2,-0.4,10,2,-5,-5
O=C(COC(=O)c1cnccn1)c1ccc([N+](=O)[O-])cc1,98,3,1,0,6,-2.2,2,0,-20,-4
COc1ccc(Cl)cc1NC(=O)CSc1nnc(CN2CCOCC2)n1-c1ccc(Cl)cc1,104,-1,-8,2,6,-0.6,17,0,-2,7

# The closing three entries of the section before open the next one.
SMILES,ABCB6 inh 2,HTR2A ag,TLR9-MyD88 block,N-glyco inh,SRC2 inh,MC4R barr agon,MC4R antagonist,Cardio protect,ABHD5 PLIN5 PPI,NOD2 RIPK2 PPI
C/C=C/C=C/C(=O)O,100,-4,-8,1,2,-0.4,10,2,-5,-5
O=C(COC(=O)c1cnccn1)c1ccc([N+](=O)[O-])cc1,98,3,1,0,6,-2.2,2,0,-20,-4
COc1ccc(Cl)cc1NC(=O)CSc1nnc(CN2CCOCC2)n1-c1ccc(Cl)cc1,104,-1,-8,2,6,-0.6,17,0,-2,7
COc1cc2c3c([nH]c2cc1F)C(=O)NCC3,107,4,-7,-4,19,-0.2,-4,0,2,-8
O=C(COC(=O)/C=C/c1cccc(Cl)c1)Nc1c(F)cccc1F,107,2,-4,1,17,0.0,7,-2,-2,6
CCOc1ccc(CCNC(=O)c2[nH]c(C)c(C(C)=O)c2C)cc1OCC,107,0,0,0,15,-1.6,7,8,-2,0
Cc1ccc(-c2nsc3c(N4CCC(C(N)=O)CC4)ncnc23)cc1,101,-2,-3,-13,-13,-3.3,11,-10,2,-6
COc1ccc(CC(=O)N2CCC3(CC2)NCCc2[nH]cnc23)cc1,95,5,-9,3,-8,-1.2,7,-2,9,-12
O=C(O)CC(C(=O)O)N1C(=O)/C(=C/c2ccc(-c3nc4ccccc4s3)o2)SC1=S (configuration not stated),111,1,2,1,-28,1.0,1,12,-15,-6
Cn1c(=O)c2c(nc3n2CC(O)CN3c2ccccc2)n(C)c1=O (configuration not stated),100,3,9,0,-3,-0.1,4,-1,-2,-12
Cc1ccc(CNS(=O)(=O)c2c(C)[nH]c(C)c2C(=O)N2CCCCC2)cc1,98,-2,-2,0,8,0.3,5,-3,4,-9
Cc1ccc(S(=O)(=O)N2CCCCC2)cc1C(=O)NCCN1CCOCC1,99,9,-2,3,-27,-0.2,4,-2,5,-7
CCc1nc2n[nH]c(N)c2c2c1CCCC2,95,2,5,-1,6,0.1,1,4,4,-6
NC(=O)c1c(N)[nH]c(C(=O)c2ccccc2)c1-c1ccncc1,96,8,.,.,-8,.,.,.,-4,-9
O=C(CN1CCCC1)Nc1sc2c(c1C(=O)Nc1ccccc1)CCCC2,97,4,7,-3,-5,-3.2,-2,-6,-15,1
CNc1nc(Cl)nc(NC(C)(C)C)n1,107,3,-2,-2,-13,0.6,9,10,-3,0
COC(=O)[C@H](Cc1ccc(O)cc1)NC(=O)Cn1cnc(C(=O)Nc2ccc(C)c(C)c2)n1,102,0,7,2,-33,-3.2,2,6,-6,6
COc1cccc(C(C)(O)c2nc(-c3cccc(NC(C)=O)c3)cs2)c1 (configuration not stated),99,-1,.,2,-18,-1.7,8,-3,2,-8
CN1CCN(S(=O)(=O)c2cccc(S(=O)(=O)c3cccc(S(=O)(=O)N4CCN(C)CC4)c3)c2)CC1,94,0,-1,0,-10,-1.5,1,0,-4,7
O=C(NCc1ccc2c(c1)OCO2)C12CN(Cc3ccccc3)CC1C(c1cccc([N+](=O)[O-])c1)=NO2 (configuration not stated),93,2,2,-1,6,-2.1,6,-2,3,-19
Cc1ccc(NC(=O)CSc2nc3c(c(=O)n(C)c(=O)n3C)n2C)cc1,92,2,-2,0,-11,0.1,15,-2,-4,5
COc1ccc(CNc2nc(NCc3ccc(OC)cc3)n(C(=O)c3ccccc3[N+](=O)[O-])n2)cc1,92,-3,-9,-6,-48,-1.9,6,8,0,-1
CCC1(c2ccccc2)NC(=O)N(CC(=O)Nc2ccc(Cl)c(S(=O)(=O)N3CCCCC3)c2)C1=O (configuration not stated),101,0,-24,-1,-9,-1.0,5,-8,3,-9
O=C(CCCN1C(=O)/C(=C\c2cccs2)SC1=S)Nc1ccc(C(=O)O)cc1,96,1,-1,3,-14,0.9,-6,3,14,-8
CC(CN1CCCCC1)OC(=O)c1ccco1 (configuration not stated),97,-5,2,2,-10,0.3,6,1,5,1
CC(C)CCNC(=O)c1ccc(-n2cnc3cccnc32)cc1,97,5,10,-6,7,-2.2,20,4,3,-6
COc1ccc(CN2C(=O)c3cccnc3C2=O)cc1S(=O)(=O)N(C)c1cccc(C)c1,102,9,4,1,-22,-1.3,-9,3,-4,7
Cc1ccc(C(=O)COC(=O)CCN2C(=O)C3C4CCC(C4)C3C2=O)cc1C (configuration not stated),106,2,-15,2,-19,1.2,12,2,2,1
COc1cc(OC)cc(N(C(=O)c2ccco2)C(C(=O)NC2CCCC2)c2ccc(N3CCOCC3)cc2)c1 (configuration not stated),97,2,-11,-1,-6,1.7,8,2,0,-9
CCN(C(=O)COC(=O)COc1ccc2c(C)cc(=O)oc2c1)C1CCS(=O)(=O)C1 (configuration not stated),101,0,3,1,-20,-3.8,-4,-1,-2,6
Cc1ccc(-c2csc(NC(=O)CN3CC(C)OC(C)C3)n2)cc1 (configuration not stated),96,3,-9,15,12,-0.5,0,-4,4,-6
C[C@@H]1ON(C)[C@H]2C[C@H]3c4[nH]c5ccc(-c6ccc7c(c6)OCO7)cc5c4CCN3C(=O)[C@@H]12,100,-8,-5,-2,20,-1.9,12,32,2,11
CCOC(=O)C1CN(c2cc3c(cc2F)c(=O)c(C(=O)O)cn3CC)OC1C(=O)OCC (configuration not stated),116,2,5,0,-9,-1.4,-2,-12,3,-1
Cc1ccc2c(c1)C1CN(C)CCC1N2Sc1ccccc1[N+](=O)[O-] (configuration not stated),96,-13,3,-1,10,1.1,-24,20,12,3
Cc1ccc(-c2csc3ncn(/N=C/N(C)C)c(=O)c23)o1,97,4,-2,1,-2,2.0,18,3,3,-5
O=C(N/N=C/c1cccc(OC(=O)c2ccc3c(c2)OCO3)c1)c1cncc(Br)c1,96,1,-12,0,-9,-0.8,-2,12,9,-11
Cc1cc(N/N=C/c2ccco2)c2ccccc2n1,99,2,2,-1,-10,-1.4,10,1,-2,1
CCN1CCCC(OC(=O)c2cc(-c3ccccc3Cl)nc3ccccc23)C1 (configuration not stated),101,-2,3,-5,-13,-1.3,1,-1,0,-2
COc1ccccc1-c1ccccc1C1=CC(=O)CC(C)(C)C1=O,99,-3,-5,1,-11,-1.3,0,-19,-7,0
COc1ccc(CC(=O)NCC(=O)N/N=C/c2cc(Br)ccc2OC)cc1,94,-7,-3,1,0,-1.5,7,53*,0,-1
CC(=O)Nc1ccc(Oc2ccc(NC(C)=O)c(NC(C)=O)c2)cc1,103,-1,5,1,-14,-1.4,-1,-4,1,-6
COc1ccccc1NS(=O)(=O)c1ccc(NC(=O)c2nc3ncccn3n2)cc1,101,0,7,2,-2,-1.1,5,25,-3,2
CCOc1ccc(CCNC(=O)c2ccc(C)c(S(=O)(=O)N3CCOCC3)c2)cc1OCC,99,3,-11,0,4,-0.6,6,2,-5,11
CCN(CC)C(=O)c1nc(-c2cccc3ccccc23)no1,96,7,8,2,-22,-1.5,-3,-3,-7,9
COc1ccc(C(=S)N2CCOCC2)cc1OC(=O)c1cc([N+](=O)[O-])c(C)c([N+](=O)[O-])c1,92,-1,2,0,6,-2.2,1,-1,-8,-5
Cc1cc([N+](=O)[O-])nn1CC(=O)N1CCc2ccccc2C1,96,-1,-3,0,20,-3.8,-1,-1,-3,-10
CO[C@H]1CN(C)C(=O)c2cc(NS(=O)(=O)c3ccccc3)ccc2OC[C@@H](C)N(Cc2ccccn2)C[C@@H]1C,.,1,.,.,-59,.,.,.,-3,3
O=C1C2CC=CCC2C(=O)N1c1ccc(NCCc2ccc(O)cc2)c([N+](=O)[O-])c1 (configuration not stated),105,-6,-1,-3,-26,-1.6,9,-15,12,8
CC[C@]12c3[nH]c4ccc(OC)cc4c3CCN1C(=O)C(CC(=O)NCCCOC)C[C@@H]2C(=O)N1CCN(C(=O)C2CC2)CC1 (some centres not stated),95,-3,0,3,3,-0.7,16,4,3,-10

# An excerpt, so the mix of outcomes need not match the whole.
